JMJD2C inh: inhibitors of GASC-1 histone demethylase, primary screen, biochemical, fluorescence, DELFIA europium; 0.069% of 330,000 active; inhibition, % at 2.35 µM; Lysine-specific demethylase 4C (Homo sapiens), Q9H3R0; GST-JMJD2C(1-420) H3K9me3 demethylation;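 active = more than half of a compound's replicate wells show inhibition beyond 50%, single wells judged on their own value; inconclusive = some, but no more than half, of replicates pass 50% inhibition; inactive = no replicate passes 50% inhibition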;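 note: signal counts dimethyl H3K9 product captured on neutravidin plate; 0% = median of DMSO wells and 100% = 0.3 times that DMSO median; strong numbers were not always called active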
Target sequence (Q9H3R0 1-420 limits assumed): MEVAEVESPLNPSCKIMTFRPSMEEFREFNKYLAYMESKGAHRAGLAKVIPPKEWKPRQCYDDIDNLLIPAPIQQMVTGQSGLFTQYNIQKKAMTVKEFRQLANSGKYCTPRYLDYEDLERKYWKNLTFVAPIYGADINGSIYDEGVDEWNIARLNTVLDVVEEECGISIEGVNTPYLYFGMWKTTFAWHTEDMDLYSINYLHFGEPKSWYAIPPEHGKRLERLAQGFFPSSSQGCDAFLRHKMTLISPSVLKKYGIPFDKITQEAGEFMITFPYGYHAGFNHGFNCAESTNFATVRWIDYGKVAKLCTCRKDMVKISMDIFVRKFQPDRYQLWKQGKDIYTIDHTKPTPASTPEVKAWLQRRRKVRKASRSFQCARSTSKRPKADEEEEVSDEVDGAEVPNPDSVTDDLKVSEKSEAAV
proCasp3 act: activators of human procaspase-3 D3A mutant, primary screen, biochemical, absorbance, PC-3 D3A mutant, single concentration; recombinant procaspase-3 D3A, Ac-DEVD-pNA absorbance 405 nm; activation, % at 8.5 µM; 0.11% of 330,000 active;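 active = activation above the mean of all tested compounds plus 3 SD, cut at about 21% in these data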;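 note: 0% = DMSO alone and 100% = DMSO wells spiked with extra 5 µM PC-3 D3A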
Target sequence (P42574 whole entry D9A/D28A/D175A): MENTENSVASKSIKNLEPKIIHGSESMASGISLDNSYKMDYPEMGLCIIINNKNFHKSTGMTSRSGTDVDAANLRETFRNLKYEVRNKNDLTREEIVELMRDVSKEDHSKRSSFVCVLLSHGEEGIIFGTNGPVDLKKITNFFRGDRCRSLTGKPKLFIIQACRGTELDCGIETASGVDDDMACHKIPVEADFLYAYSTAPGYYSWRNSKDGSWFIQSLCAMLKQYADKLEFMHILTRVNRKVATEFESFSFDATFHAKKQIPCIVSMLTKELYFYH
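Assay system – Procaspase-3 D3A mutant · Benchmarks – DMSO low control, extra-enzyme high control · Technique – 405 nm absorbance of p-nitroaniline, reads at 0 and 120 min · Doses – 8.5 µM nominal · Measure – % activation between DMSO and enzyme-spiked controls · Also added – Ac-DEVD-pNA chromogenic peptide substrate · Schedule – 1 h compound preincubation, 2 h substrate hydrolysis at 25 °C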
LAP4-GFP MLPCN: modulators of LAP4-GFP expression in yeast, primary screen, S. cerevisiae, multiplex flow cytometry, MLPCN library. GFP response vs DMSO, % at 10 µM. 0.34% of 320,000 active. 3 h; median GFP as percent of DMSO wells;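 active = GFP response vs DMSO above a set limit, about the screen mean plus 3 SD, cut at about 150% in these data; inconclusive = under 70 cell events counted for the yeast strain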
RPL19A TOR yeast: RPL19A-GFP expression modulators in yeast, primary screen, cell-based, S. cerevisiae, multiplex flow cytometry, MLPCN. S. cerevisiae RPL19A-GFP strain, 3 h; stronger effect = lower value. percent response vs DMSO, % at 10 µM. 0.3% of 330,000 active. AID 2025, 2009;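 active = percent response vs DMSO below 50%; inconclusive = fewer than 70 events counted for the yeast strain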;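 note: median channel GFP fluorescence of the barcoded RPL19A-GFP strain; ratio of sample median GFP to plate DMSO average so 100% = DMSO; lower means less RPL19A-GFP as with rapamycin TOR inhibition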
Yeast superoxide: reduction of superoxide in aged yeast, primary screen, HTS; 0.18% of 330,000 active; AID 2690, 2010; S. cerevisiae aged cells, superoxide DHE fluorescence; stronger effect = lower value; superoxide response (% of plate mean), % at 10 µM;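 active = superoxide response under a set limit, about three screen SD below normal, cut at about 65% in these data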;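 note: yeast aged for seven days with compound at 30 °C before DHE staining; 100% = average MFI of all compound-treated wells on the plate with controls excluded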
procasp7 counter: procaspase-7 activators, primary screen, counter-screen for procaspase-3 activator project, biochemical, absorbance, HTS, human; AID 463210, 2010; 0.093% of 330,000 active; Caspase-7 (Homo sapiens), P55210; recombinant procaspase-7, Ac-DEVD-pNA absorbance 405 nm; D23A/D198A/D206A triple mutant, cannot self-cleave; scale: DMSO 0, 5 µM enzyme 100; activation, % at 8.5 µM;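 active = percent activation above the screen-wide mean plus 3 SD, cut at about 25% in these data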
Target sequence (P55210 whole entry D23A/D198A/D206A): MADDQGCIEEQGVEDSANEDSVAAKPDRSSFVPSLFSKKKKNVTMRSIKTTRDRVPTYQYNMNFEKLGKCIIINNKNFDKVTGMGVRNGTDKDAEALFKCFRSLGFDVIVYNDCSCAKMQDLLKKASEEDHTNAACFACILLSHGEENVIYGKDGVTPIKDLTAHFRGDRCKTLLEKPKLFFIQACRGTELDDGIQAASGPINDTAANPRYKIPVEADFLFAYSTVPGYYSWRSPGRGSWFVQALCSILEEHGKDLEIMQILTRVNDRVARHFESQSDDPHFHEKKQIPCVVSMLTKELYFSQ
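System: Uncleavable procaspase-7 mutant enzyme; Amount: 2 µM procaspase-7 mutant as dispensed; Schedule: 1 h compound preincubation, 2 h substrate cleavage, 25 °C; Measured by: 405 nm absorbance of p-nitroaniline; Evaluation: percent activation from buffer-corrected 0–120 min absorbance change; Control set: low DMSO alone, high DMSO plus 5 µM PC-7.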
MEP2-GFP yeast: modulators of MEP2-GFP levels in yeast, primary screen, S. cerevisiae, multiplex flow cytometry, MLPCN library | AID 2016, 2009 | S. cerevisiae MEP2-GFP strain, 3 h; 100% = DMSO control level | 0.51% of 330,000 active | GFP response vs DMSO, % at 10 µM;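 active = GFP response versus DMSO above a set limit, roughly screen mean plus 3 SD, cut at about 180% in these data; inconclusive = fewer than 70 cells counted for a yeast strain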;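 note: median GFP fluorescence of the barcode-gated MEP2-GFP cells per well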
AHR activator: AHR activators, primary screen, cell-based, luminescence, luciferase reporter, human; Aryl hydrocarbon receptor (Homo sapiens), P35869; AHR-responsive luciferase reporter cells; activation, % at 5 µM; 2.5% of 320,000 active; AID 2796, 2010; in the data active = activation above about 47%;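 note: 0% = vehicle wells and 100% = reference agonist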
Numbers without * were called inactive; i = inactive; u = inconclusive; x = not tested or not shown; [ ] = remark or other dose.

SMILES	JMJD2C inh	proCasp3 act	LAP4-GFP MLPCN	RPL19A TOR yeast	Yeast superoxide	procasp7 counter	MEP2-GFP yeast	AHR activator
O=C(Nn1c(-c2ccc(Br)cc2)nc2ccccc2c1=O)c1ccc([N+](=O)[O-])cc1	9	5	100	107	110	-3	119	62*
CCC(C)c1ccccc1OCCCNC1CCCC1 (stereo not drawn)	-14	-10	93	103	95	0	103	-3
FC(F)(F)c1cc(Oc2ccc(Cl)cc2)nc(-c2ccccn2)n1	3	-8	99	100	91	6	113	-4
C[C@H](CO)N1C[C@H](C)[C@H](CN(C)C(=O)Nc2ccc(F)cc2)Oc2ccc(NC(=O)NC3CCCCC3)cc2CC1=O	10	5	103	98	101	17	103	-1
CN(C)c1ccc(C2C3C(=O)NC(=O)C3ON2c2ccc(Cl)cc2)cc1 (stereo not drawn)	7	6	105	98	98	-1	110	18
Cc1ccccc1CNC(=O)CCn1nc(C)c2c(C)n(-c3ccccc3)nc2c1=O	15	0	99	97	i	-3	100	-1
O=C(Oc1ccccc1C(=O)N1CCOCC1)c1cccc(Br)c1	0	-4	u	u	79	-3	u	-1
O=C1Nc2cc(C(=O)NCCCN3CCOCC3)ccc2S/C1=C/c1cccc(Cl)c1	1	0	107	95	115	0	99	-1
C=CCN1C(=O)/C(=C\c2ccco2)C(C(=O)OC)=C1C	-9	1	102	106	91	-9	97	0
COCC(=O)Nc1ccc(OCc2ccccc2)cc1	-2	3	99	105	98	-7	101	2
COc1ccc(C(CCN2CCN(c3ccccc3)CC2)c2c(OC)cc(OC)c3c(-c4ccccc4)cc(=O)oc23)cc1 (stereo not drawn)	-11	3	95	102	97	1	106	1
COc1ccc(-c2cc(-c3c(O)c(OC)c4occc4c3OC)[nH]n2)cc1OC	4	0	96	93	107	2	89	-5
COc1ccccc1C(=O)N1CCN(S(=O)(=O)c2ccccc2)CC1	3	0	107	105	105	0	112	0
Cc1nc2ccc([N+](=O)[O-])cc2c(=O)n1Cc1ccc([N+](=O)[O-])cc1	14	3	94	103	104	7	100	1
Cc1ccccc1C(=O)N1CCN(c2ccc(N3CCOCC3)nn2)CC1	-2	3	103	95	95	3	100	2
C=CCN(CC=C)S(=O)(=O)c1ccc(F)cc1	11	-1	99	103	123	9	103	0
CC(=O)C[C@H](O)CC(=O)[C@H]1OC(=O)CC/C=C\Cc2ccccc21	-5	2	96	93	109	-9	81	1
CN(C)C(=O)CSc1nc(-c2ccccc2)nc2c1CCCC2	11	4	98	95	99	0	96	5
COc1cc(/C=C2/NC(=O)N(CC(=O)Nc3cccc(C)c3)C2=O)ccc1OCC(N)=O	-15	-4	92	86	104	14	107	3
CCc1nc2ccccc2c(C(=O)Nc2ccc(F)cc2)c1C	-1	-9	83	106	108	13	103	2
CCOC(=O)NC(=O)/C(C=Nc1ccc(Cl)cc1)=C(\C)O	-4	-2	99	100	99	5	103	1
Cc1ccc(CNC(=O)c2ccc3c(=O)c(O)c(-c4ccc(C)cc4)[nH]c3c2)cc1	28	10	122	97	114	13	97	8
CC1SC(C)C(=O)N(CC(=O)Nc2ccc([N+](=O)[O-])cc2)C1=O (stereo not drawn)	0	1	98	102	101	0	99	8
CCN(CCCNC(=O)Cn1ncc2c([nH]c3ccc(C)cc32)c1=O)Cc1ccccc1	1	12	87	97	96	1	96	2
CCOC(=O)c1sc(C)c2c1NC(c1ccc(N(C)C)cc1)NC2=O (stereo not drawn)	-3	2	98	93	93	-9	102	14
O=C(/C=C/c1cccnc1)c1ccccc1O	i	8	104	104	89	-3	99	15
O=C(Nc1ccccc1-c1nnc(SCc2ccccc2)o1)c1ccccc1	1	1	96	96	86	1	98	7
COC(CNC(=O)c1ccc2c(c1)ncn2-c1ccc(F)c(F)c1)OC	-15	1	100	99	142	-11	105	-4
Cn1cc(Br)c(C(=O)NN2C(=O)C3C4C=CC(C5CC45)C3C2=O)n1 (stereo not drawn)	-8	2	94	103	103	1	94	-1
COc1ccc(-n2c3c(cc(C(=O)NNc4ccccc4C)c2=O)C(=O)CC(C)(C)C3)cc1	30	-1	99	92	94	4	96	3
COc1ccc(CCNC(=O)CSc2nnc(Cn3c(=O)sc4ccccc43)n2C)cc1OC	x	-5	104	100	103	-5	116	-1
COc1ccc(Cl)cc1S(=O)(=O)Nc1ccc2c(c1)n(C)c(=O)n2C	2	-6	101	99	106	1	100	14
Cc1ccc(OCC(=O)Nc2cc(S(=O)(=O)N3CCCCC3)ccc2N2CCN(C)CC2)c(C)c1	16	1	91	89	85	-1	92	-2
Cc1nn(C2CCS(=O)(=O)C2)c(Cl)c1/C=C/C(=O)OCC(=O)c1c[nH]c2ccccc12 (stereo not drawn)	-4	0	103	103	107	5	101	8
CC(C)CC(NS(=O)(=O)c1ccc2c(c1)oc(=O)n2C)C(=O)N1CC=C(c2ccccc2)CC1 (stereo not drawn)	-8	0	96	99	107	-1	95	-1
CCc1sc(C(=O)N2CCN(CC(=O)Nc3cccc(F)c3)CC2)cc1C	6	11	112	92	95	-5	95	3
CCCCC(=O)NC(c1ccccc1Cl)c1ccc2cccnc2c1O (stereo not drawn)	0	2	94	103	142	10	105	1
Cc1ccc(CS(=O)Cc2ccc(C(=O)NCc3ccccc3Br)o2)cc1 (stereo not drawn)	3	7	96	96	94	18	99	0
COCCN=C1Sc2nc3ccc(C)cc3cc2CN1Cc1cccs1	7	-20	86	84	104	-35	88	16
CC(=O)Nc1ccc(NC(=O)c2ccc(N(Cc3ccccc3C)S(C)(=O)=O)cc2)cc1	3	-1	x	103	122	4	104	-1
COc1ccc(-c2nc(CS(=O)CC(=O)NC3CCCCC3C)c(C)o2)cc1OC (stereo not drawn)	-10	0	103	104	116	-11	106	3
O=C(NC1CCCC1)c1ccc(CS(=O)Cc2ccc(Cl)cc2)o1 (stereo not drawn)	-1	8	106	102	134	4	103	1
CCNc1nc(NC(C)C)nc(N(C#N)Cc2ccccc2)n1	5	-1	108	106	109	0	110	4
COc1ccc(CSCCc2n[nH]c(=S)n2-c2ccccc2)cc1C	3	-9	99	93	110	-23	95	2
Cc1nn(C)c(C(=O)NC2C3CC4CC(C3)CC2C4)c1Cl (stereo not drawn)	-6	-3	93	109	101	0	105	4
Cc1ccc(OCC(=O)NC2CCCC2)c(C)c1	-4	-2	106	100	76	1	102	0
Cc1cc(C)cc(-c2nnc(SCC(=O)N3CCN(C(=O)c4ccco4)CC3)o2)c1	-5	11	106	100	94	3	105	1
Cc1cccc(C(=O)OCC(=O)NCc2ccc3c(c2)OCO3)c1C	1	-1	100	94	125	-10	101	0
CCc1ccc(OCC(=O)Nc2ccc3c(c2)COC3=O)cc1	13	3	100	100	82	-2	99	4
CC(=O)Cc1nsc(NC(=O)c2ccc(-c3ccccc3Cl)o2)n1	-8	-2	103	94	129	0	97	7
Cc1ccc2[nH]cc(S(=O)(=O)c3ccc(C(C)C)cc3)c(=O)c2c1	4	-5	102	103	110	-2	104	1
COc1ccc(C(=O)Nc2sc(C(=O)N(C)C)c(C)c2C#N)cc1[N+](=O)[O-]	-7	2	102	98	123	3	103	1
Cc1ccc2nc(-c3ccccc3)cc(C(=O)N(C)CC(=O)Nc3ccccc3Br)c2c1	-5	3	117	100	106	2	97	9
CNC(=S)NNC(=O)CSCc1c(Cl)cccc1Cl	4	-4	109	100	107	-12	101	-4
Cc1ccnc(SCc2cc(=O)c(OC(=O)c3cccs3)co2)n1	-1	2	104	94	94	-2	95	0
CC(C)C[C@@H](CN=[N+]=[N-])N1CCN(C)CCC1=O	-3	2	109	96	103	8	96	-1
CC(C)NC(=O)CSc1nnc(-c2ccc(F)cc2)c2ccccc12	16	-8	101	100	121	-2	115	3
O=C(Nc1ccccc1C(=O)NC1CC1)c1ccccc1F	-9	8	93	96	97	7	97	9
Cc1ccc(NCC(=O)N/N=C/c2cc(O)ccc2[N+](=O)[O-])cc1	-4	-2	107	94	98	2	95	43
Cc1[nH]c2ccccc2c1C(c1ccncc1)N1CCC(C)CC1 (stereo not drawn)	3	-2	96	99	107	9	96	1

Entries shown so far that have two or more sulfur atoms (5):
SMILES	JMJD2C inh	proCasp3 act	LAP4-GFP MLPCN	RPL19A TOR yeast	Yeast superoxide	procasp7 counter	MEP2-GFP yeast	AHR activator
COc1ccc(CCNC(=O)CSc2nnc(Cn3c(=O)sc4ccccc43)n2C)cc1OC	x	-5	104	100	103	-5	116	-1
COCCN=C1Sc2nc3ccc(C)cc3cc2CN1Cc1cccs1	7	-20	86	84	104	-35	88	16
COc1ccc(CSCCc2n[nH]c(=S)n2-c2ccccc2)cc1C	3	-9	99	93	110	-23	95	2
CNC(=S)NNC(=O)CSCc1c(Cl)cccc1Cl	4	-4	109	100	107	-12	101	-4
Cc1ccnc(SCc2cc(=O)c(OC(=O)c3cccs3)co2)n1	-1	2	104	94	94	-2	95	0

(cont.)
SMILES	JMJD2C inh	proCasp3 act	LAP4-GFP MLPCN	RPL19A TOR yeast	Yeast superoxide	procasp7 counter	MEP2-GFP yeast	AHR activator
O=C(COC(=O)c1ccccc1NCCO)NCCc1ccccc1	-4	2	104	96	90	-3	99	-1
O=C(O)CSc1nc2ccccc2nc1Cc1ccccc1F	i	-4	108	101	112	0	99	6
CC(=O)c1c(C)cc(C)c(CSc2nnc(-c3ccco3)o2)c1C	-6	3	105	90	78	-9	94	-5
O=C(O)c1ccccc1SCCS(=O)(=O)c1ccc(Cl)cc1Cl	-11	-4	99	96	130	-3	102	0
Cn1nnnc1SCC(=O)NCC(=O)c1ccccc1	34	9	107	101	113	4	103	0
COc1ccc(-c2nn(-c3ccccc3)cc2C(=O)N2CCN(C(=O)c3ccco3)CC2)cc1	-4	8	99	95	88	0	98	0
O=C(NCCc1csc(-c2cccnc2)n1)c1cccc(Cl)c1	10	6	107	105	106	5	105	-4
CCOC(=O)C1CCCN(C(=O)C2CCN(S(=O)(=O)c3cccs3)CC2)C1 (stereo not drawn)	5	3	86[may fluoresce violet]	94[may fluoresce violet]	86	9	226*[may fluoresce violet]	-2
CN(Cc1cccc(Cl)c1)C(=O)C1CCC(=O)N(C2CC2)C1 (stereo not drawn)	8	3	97	98	82	-3	111	-1
O=C1CCCc2c1cc(C(=O)NC1CCSC1=O)c(=O)n2-c1ccccc1 (stereo not drawn)	-3	-5	94	101	96	4	96	4
Cc1ccc(C)c(NC(=O)COc2cccc3c2CCN(Cc2ccccc2C)C3=O)c1	7	5	104	111	111	-3	108	4
CCCN(CCC)C(=O)CSc1nc2ccccc2c(=O)n1C1CCCC1	-3	4	105	107	95	-3	104	5
